Assay outcomes: PubChem, National Center for Advancing Translational Sciences (NCATS)
Pol beta inh: inhibitors of human DNA polymerase beta. P06746. Pol beta primer extension/strand displacement, fluorescence kinetic. Potency, µM (series often up to 114 µM), without a hit: at the highest dose activity change, negative = inhibition, usual class: inhibitors. 1.3% of 340,000 active; also: potency is read from the fitted curve at half-maximal effect; % is scaled to controls: 0 for no effect and ±100 for the full control effect
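Preincubation: enzyme (10 nM) with compound, 15 min, RT. Reaction: substrate added to 50 nM final. Reads: 0 and 10 min. Analysis: normalized, Hill fit.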
ERG Ets-DNA blk: blocks human ERG Ets domain binding to DNA; P11308; fluorescence polarization, His-ERG Ets domain / labelled DNA; Potency, µM (titrated, usually from 76.9 µM), inactives show at the top dose FP activity, negative = inhibition, actives largely listed as inhibitors; 0.028% of 370,000 active; AID 624246; active = well fitted inhibition curve with a large enough effect in the polarisation, with a control signal flat; inconclusive = small, poorly fitted or top-dose-only effect, or effect the other way, or a change in a side signal; inactive = no such curve, though single readings can be large or run the other way; the % refers to the polarisation;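 also: polarization taken with two DNA probes labelled with fluorescein and Texas red; potency is read from the fitted curve at half-maximal effect; % of control where 0% means no effect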
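His-tagged ERG Ets domain (1 uM in the protein solution; 300mM KCl, 50mM Tris-HCl, 1mM EDTA, 1mM DTT, pH 7.5) received compound, then a probe mix of 5 nM fluorescein-DNA and 100nM Texas-615-DNA. Fluorescence polarization was read for both dyes.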
RGS4 inhibitor: blocks human RGS4-accelerated GTP hydrolysis; AID 504845; P49798; Transcreener GDP fluorescence polarization, RGS4-accelerated GTP hydrolysis; Potency, µM (series often up to 114 µM), for inactives: at the highest dose activity change, negative = inhibition, actives largely listed as inhibitors; 0.039% of 390,000 active; also: potency is read from the fitted curve at half-maximal effect; % is scaled to controls: 0 for no effect and ±100 for the full control effect; nearly all actives have a fitted effect of over 75% in size; some results filed as inactive show a strong effect at the top dose
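MLSMR compounds (23 nl, pin-transferred) preincubated 10 min at room temperature with a 500nM (2x) first reagent, then RGS4 at 900nM (2x) plus Transcreener GDP mix added; fluorescence polarization (620/688 nm) read before and after 90 min at 30 °C.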
Apoferritin bind: binds horse apoferritin like a general anesthetic; P02791; apoferritin/1-aminoanthracene competitive binding, fluorescence; Potency, µM (top dose mostly 77.5 µM), without a hit: at the top dose activity change, negative = displacement, hits mostly inhibitors; 0.074% of 350,000 active; AID 485281; also: potency is read from the fitted curve at half-maximal effect; % is scaled to controls: 0 for no effect and ±100 for the full control effect; nearly all actives have a fitted effect of over 20% in size
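10 uM apoferritin + 50% sat. 1-AMA, PBS; cpd 10 min RT; Ex380/Em535 endpoint; normalized to free probe vs complex; 4-param Hill fit; propofol titration as pos. ctrl.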
APE1 inh: inhibitors of human APE1 endonuclease | recombinant APE1, TAMRA/BHQ-2 abasic DNA cleavage fluorescence | P27695 | Potency, µM (series often up to 65.8 µM), for the others: top-dose activity change, negative = inhibition, usual class: inhibitors | 0.35% of 350,000 active | AID 2517;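 also: potency is read from the fitted curve at half-maximal effect; plate controls were vehicle for no effect and reference inhibitor for full effect; nearly all actives have a fitted effect of over 55% in size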
Target sequence (P27695 whole entry, looked up): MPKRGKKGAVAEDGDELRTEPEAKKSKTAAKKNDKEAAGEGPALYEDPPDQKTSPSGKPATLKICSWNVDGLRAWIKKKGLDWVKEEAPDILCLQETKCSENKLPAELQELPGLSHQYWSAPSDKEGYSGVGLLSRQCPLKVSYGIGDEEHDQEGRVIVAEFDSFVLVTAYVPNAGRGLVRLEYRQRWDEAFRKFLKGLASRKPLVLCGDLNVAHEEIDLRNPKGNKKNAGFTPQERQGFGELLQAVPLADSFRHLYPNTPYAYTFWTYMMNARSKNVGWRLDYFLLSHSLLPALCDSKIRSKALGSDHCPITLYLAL
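Substrate: short duplex with […] THF abasic site, 5'-TAMRA and 3'-BHQ-2, 50 nM final. APE1 at 0.75 nM, preincubated 15 min RT with compound. Fluorescence increase from first to third read measured activity.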
ALOX12 inh: inhibitors of human 12S-lipoxygenase ALOX12 | P18054 | purified 12hLO, xylenol orange hydroperoxide absorbance | Potency, µM (highest dose often 108 µM), for the others: at the highest dose activity change, negative = inhibition, usual class: inhibitors | 1.1% of 580,000 active | AID 1671190; also: potency is read from the fitted curve at half-maximal effect; % is scaled to controls: 0 for no effect and ±100 for the full control effect
Target sequence (P18054 whole entry, looked up): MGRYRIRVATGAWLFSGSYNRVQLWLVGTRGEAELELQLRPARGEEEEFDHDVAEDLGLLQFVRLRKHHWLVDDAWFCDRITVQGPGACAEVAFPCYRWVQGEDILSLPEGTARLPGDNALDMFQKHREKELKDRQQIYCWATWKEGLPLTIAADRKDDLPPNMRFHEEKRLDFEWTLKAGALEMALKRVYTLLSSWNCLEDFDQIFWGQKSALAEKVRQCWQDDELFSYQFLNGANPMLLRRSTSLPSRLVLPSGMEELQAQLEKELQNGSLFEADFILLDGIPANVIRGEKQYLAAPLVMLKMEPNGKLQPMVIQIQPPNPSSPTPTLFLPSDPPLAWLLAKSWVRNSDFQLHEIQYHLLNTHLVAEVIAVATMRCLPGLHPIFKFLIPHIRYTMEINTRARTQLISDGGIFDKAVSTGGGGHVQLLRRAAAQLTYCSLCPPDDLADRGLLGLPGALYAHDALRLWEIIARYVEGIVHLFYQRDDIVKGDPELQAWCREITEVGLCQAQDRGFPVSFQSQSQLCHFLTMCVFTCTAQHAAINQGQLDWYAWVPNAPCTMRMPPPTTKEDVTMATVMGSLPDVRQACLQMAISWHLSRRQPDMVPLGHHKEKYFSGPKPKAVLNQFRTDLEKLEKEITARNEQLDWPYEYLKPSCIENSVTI
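Purified human 12hLO at 150 nM in 25 mM Hepes, 0.01% Triton X-100, pH 7.0, preincubated 15 min at room temperature with compound. Reaction started with 40 uM arachidonic acid, 30 min at room temperature. Hydroperoxide measured by Fe-xylenol orange, 573/405 nm absorbance ratio.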
LDHA inh: blocks human lactate dehydrogenase A; P00338; purified LDHA, NADH/diaphorase-resazurin fluorescence; stronger effect = lower value; activity change, % (values are at about 110 or 230 µM); 0.15% of 480,000 active; AID 1347041; in the data active = activity change below about -30%; inconclusive = mostly about -25% to -30%;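 also: plate controls were DMSO wells for no effect and wells without enzyme for full effect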
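Human LDH5 at 2 nM final in Tris HCl pH 7.4 with 0.06 mM NADH and 0.2 mM pyruvate, reacted 5 minutes at room temperature. Remaining NADH coupled via diaphorase/resazurin; resorufin fluorescence read at 0 and 20 minutes, normalized to enzyme-free and DMSO wells.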
Pol kappa inh: inhibitors of human DNA polymerase kappa; purified Pol kappa, fluorescent DNA synthesis assay, 10 min; Q9UBT6; 0.53% of 400,000 active; AID 588579; Potency, µM (series often up to 107 µM), inactives show top-dose activity, negative = inhibition, hits mostly inhibitors; also: potency is read from the fitted curve at half-maximal effect; % is scaled to controls: 0 for no effect and ±100 for the full control effect
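50 nM final substrate added after 15 min RT preincubation of 10 nM Pol kappa with compound; fluorescence read at 0 and 10 min.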
POLH inh: blocks human DNA polymerase eta activity. recombinant Pol eta, fluorescent DNA replication assay. Potency, µM (series often up to 114 µM), for inactives: at the top dose activity change, negative = inhibition, actives largely listed as inhibitors. 1.2% of 390,000 active. AID 588591. Q9Y253; also: potency is read from the fitted curve at half-maximal effect; % is scaled to controls: 0 for no effect and ±100 for the full control effect
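Fluorescent replication assay: 50 nM final substrate added after a 15 min room-temperature compound preincubation with 10 nM enzyme. Signal taken at 0 min and again at 10 min.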
An asterisk follows results filed as active; ? = inconclusive; · = no result given; & = joins results of further samples; [ ] = remark or other dose. Unless noted, calls follow the shape of the dose curve; as a rule, active = well fitted curve in the direction sought with a large enough effect; inconclusive = small, poorly fitted or top-dose-only effect, or another doubt; inactive = no such curve, though single readings can be large; an effect the other way counts as inactive or inconclusive. The list is partial (hit frequency here may not be typical).

SMILES	Pol beta inh	ERG Ets-DNA blk	RGS4 inhibitor	Apoferritin bind	APE1 inh	ALOX12 inh	LDHA inh	Pol kappa inh	POLH inh
Cc1cc(NC(=O)CSc2nnnn2-c2ccccc2)no1	?	-1%	10%	-14%	-5%	0%	-11	-11%	1%
COc1ccc(NC(=O)c2ccc3ccccc3c2)cc1	4%	4%	-5%	-2%	-6%	13%	-3	-7%	-8%
CCOC(=O)c1sc(Nc2nc3c(OC)cccc3s2)cc1C	-16%	?	8%	135%[activator]	5%	-23%	6	-25%	-21%
COc1cc(CN(C(=O)c2ccco2)C2CCS(=O)(=O)C2)cc(OC)c1OC (centres undefined)	25%	-16%	15%	7%	20%	-6%	-1	6%	8%
O=C(CSCc1ccc(F)cc1)NCc1cccs1	1%	8%	1%	-14%	6%	9%	-9	1%	-1%
CCn1c(COc2ccc(Cl)c(C)c2)nnc1SCC(=O)N1CCCC1	4%	0%	-6%	-9%	16%	-2%	-2	-14%	-14%
O=C(NC1CCCCC1)C1CCCN(c2nnnn2-c2ccccc2)C1 (centres undefined)	4%	-3%	3%	-1%	-4%	1%	-7	-9%	6%
CCCN1CCC(NC(=O)Cc2cccc(C)c2)CC1	26%	-12%	24%	-2%	19%	-12%	-5	-8%	-6%
S=C1NCCOCCOCCOCCNC(=S)N2CCOCCOCCN1CCOCCOCC2	4%	-6%	-14%	0%	7%	-14%	-7	-3%	-4%
Cc1cc(C(=O)c2ccc(C(C)(C)C)cc2)c(NC(=O)CCl)s1	-22%	-10%	27%	?	-4%	-25%	9	-22%	-18%
Cc1noc(NS(=O)(=O)c2ccc(NC(=O)/C=C/c3ccc(Br)cc3)cc2)c1C	?	1%	16%	-11%	82%[activator]	151%[activator]	-15	-34%	3%
Cc1ccc(-c2nnc(N3CCN(CCO)CC3)c3ccccc23)cc1	29%	-15%	10%	-2%	39%	0%	-2	-7%	-11%
CCOC(=O)N1CCN(C(=S)NC(=O)c2nn(C)cc2Br)CC1	2%	5%	18%	-5%	7%	-12%	2	-4%	1%
COc1ccc(C/C(C)=N/NC(=O)c2ccc(Cl)cc2)cc1	14%	1%	9%	-12%	-5%	6%	-3	-10%	-8%
N=C1c2c(cc(=O)n3c2[nH]c2ccccc23)CN1CCN1CCOCC1	7%	5%	-22%	45%[activator]	-6%	12%	-2	-11%	-19%
Fc1c(F)c(F)c(NC2=NCCCCC2)c(F)c1F	18%	5%	-20%	-10%	22%	-12%	-3	-23%	-9%
O=C(OCCc1ccccc1)c1cc(O)c(O)c(O)c1	·	7%	-19%	·	-9%	2.8µM*	0	45µM*	5%
O=C(NCCc1ccccc1)C1CCN(S(=O)(=O)c2ccc(-n3cnnn3)cc2)CC1	1%	4%	18%	-10%	3%	-14%	-2	-1%	-7%
CC(=O)c1cccc(NC(=O)C(C)OC(=O)c2cc(=O)[nH]c3ccccc23)c1 (centres undefined)	·	5%	10%	·	2%	-9%	-11	1%	-18%
Cn1cc(S(=O)(=O)N2CCCC2)cc1C(=O)Nc1ccc(C(F)(F)F)cc1	25µM*	7%	8%	49%[activator]	·	0%	-9	-18%	-20%
CCC(C)OC1OC(CO)C(O)C(O)C1NC(C)=O (centres undefined)	-8%	2%	-3%	-4%	20%	22%	7	-25%	-13%
Cc1ccc(C(=O)Oc2ccccc2N2C(=O)C3CCC(C)CC3C2=O)cc1 (centres undefined)	-3%	1%	18%	-17%	-1%	3%	0	-12%	-1%
Cc1ccc(C)c(N(CC(N)=O)S(C)(=O)=O)c1	29%	2%	?	-8%	-2%	1%	-7	5%	2%
Cc1nnc(SCC(=O)Nc2c(Cl)cccc2Cl)[nH]c1=O	19%	7%	6%	-7%	2%	?	-5	-21%	-10%
O=C1CC2(CCCC2)C(=O)N1c1ccc(S(=O)(=O)NCC2CC2)cc1Cl	1%	2%	-16%	-5%	-4%	0%	-3	-10%	-11%
Cc1cccc2c(=O)oc(-c3ccccc3Cl)nc12	36%	2%	19%	-5%	4%	0%	-8	-10%	-5%
c1ccc(-c2noc(C34CC5CC(CC(C5)C3)C4)n2)nc1	1%	-10%	-44%	?	17%	9%	0	-4%	-13%
CCOC(=O)NC(NC(=S)Nc1ccc(OCC)cc1)C(Cl)(Cl)Cl (centres undefined)	26%	10%	-35%	-9%	3%	-29%	3	-5%	-1%
CN(C)c1ccc(C(=O)/C=C/c2cccnc2)cc1	1%	-7%	29%	-15%	-4%	-5%	-7	2%	7%
Cc1c(C(=O)NNC(=O)c2csc(N3CCOCC3)n2)cccc1[N+](=O)[O-]	·	-5%	-7%	·	22%	0%	-1	0%	-27%
Oc1c(Br)cc(Br)cc1/C=N/N1CCN(Cc2ccccc2)CC1	40%	-1%	-4%	-4%	1%	-27%	-2	-7%	-12%
CC(C)(C)NC(=O)[C@@H]1C[C@@H]2CCCC[C@@H]2CN1C[C@@H](O)[C@H](Cc1ccccc1)NC(=O)[C@H](CC(N)=O)NC(=O)c1ccc2ccccc2n1	-2%	-6%&27%	18%&-16%	?	2%&-3%	-25%&-29%	-6&-3	-11%	-14%&-17%
O=C(CC(=O)c1ccccc1)CC(O)(C=Cc1ccccc1)c1ccccc1 (centres undefined)	·	10%	-11%	·	·	-7%	4	-10%	-25%
CCCC(=O)c1c(NC(C)C)cc(C)oc1=O	-17%	2%	16%	-11%	0%	0%	-3	-12%	0%
CC1CCC/C(=N\NC(=O)COc2ccc(Cl)cc2Cl)C1 (centres undefined)	?	0%	-6%	?	2%	15%	-4	-8%	-13%
COc1ccc(Cl)cc1NS(=O)(=O)c1cc(Cl)ccc1OC	1%	-3%	3%	-10%	-1%	-16%	-13	-7%	-9%
Cc1ccc2oc(-c3ccc(C)c(NC(=O)c4ccc(N5CCC(C)CC5)c([N+](=O)[O-])c4)c3)nc2c1	13%	11%	-7%	49%[activator]	·	-16%	-6	-1%	-16%
Cc1c2n(c3ccccc13)CC/C2=N\O	18%	2%	6%	-1%	12%	14%	-10	-10%	-8%
O=c1[nH]c2ccc(S(=O)(=O)Nc3ccccc3O)cc2[nH]1	-17%	12%	-9%	-5%	7%	-36%	0	-6%	-8%
CCS(=O)(=O)c1ccc(O)c(Nc2cc(C)nc(SC)n2)c1	-23%	6%	-15%	65%[activator]	·	-25%	-3	-4%	-17%
O=C(NC1CCCCC1)C(c1cccnc1)N(C(=O)c1csnn1)c1ccc(F)cc1 (centres undefined)	57%	2%	14%	-3%	-2%	0%	-6	1%	1%
N#C/C(=C/c1ccncc1)c1nc2ccccc2s1	0%	13%	?	-6%	-6%	-27%	9	1%	-15%
COc1ccc(S(=O)(=O)N(Cc2ccc(OC)c(OC)c2)Cc2ccco2)cc1	17%	-1%	-12%	9%	-9%	?	-2	-6%	-23%
COc1ccc(-c2sc3ccccc3c2C#Cc2cncn2C)cc1	·	-5%	2%	·	5%	-10%	-1	-7%	-10%
CC1Cc2ccccc2N1S(=O)(=O)c1cccc(C(=O)NCc2ccncc2)c1 (centres undefined)	·	7%	-9%	·	4%	?	5	-8%	-22%

Pol kappa inh, what is marked active above.
SMILES	ERG Ets-DNA blk	RGS4 inhibitor	APE1 inh	ALOX12 inh	Pol kappa inh	POLH inh
O=C(OCCc1ccccc1)c1cc(O)c(O)c(O)c1	7%	-19%	-9%	2.8µM*	45µM*	5%

Next results:
SMILES	Pol beta inh	ERG Ets-DNA blk	RGS4 inhibitor	Apoferritin bind	APE1 inh	ALOX12 inh	LDHA inh	Pol kappa inh	POLH inh
Cc1cc2ncn(C3CC(=O)N(C)C3=O)c2cc1C (centres undefined)	4%	13%	-4%	-5%	1%	0%	-9	6%	8%
CC1(C)CC(=O)c2cnc(NCC3CCCO3)nc2C1 (centres undefined)	-11%	17%	-5%	-5%	-4%	0%	-5	3%	-19%
COc1ccc(S(=O)(=O)N2CCN(Cc3cccc(OC)c3OC)CC2)cc1	-8%	-3%	22%	-22%	16%	5%	-8	-8%	-1%
O=C(CCS(=O)(=O)c1cc(Br)cc2c1N(C(=O)C1CC1)CC2)N1CCN(c2cccc(C(F)(F)F)c2)CC1	4%	1%	10%	-3%	·	?	-3	-40%	-18%
Cc1c(C(=O)Nc2ccc(C(C)C)cc2)sc2nc[nH]c(=O)c12	0%	-2%	-7%	-24%	·	?	-3	-8%[60.1 µM]	2%
O=C(COC(=O)c1ccc(NS(=O)(=O)c2cccs2)cc1O)NCc1ccccc1	-5%	-1%	-35%	-15%	-1%	-8%	-3	-1%	-13%
CCCN(CCC)C(=O)Cn1c(=O)n(-c2ccc(Cl)cc2)c(=O)c2c3c(sc21)CCCCC3	25%	0%	-10%	-12%	·	0%	-2	3%	-8%
Cc1ccc(-c2csc(Nc3ccc(C(=O)O)cc3)[n+]2Cc2ccccc2)cc1	-12%	-4%	-2%	-2%	0%	-4%	-2	-21%	-6%
COc1ccc(NC(=O)O/N=C/c2ccccc2Cl)cc1	-1%	4%	-11%	-9%	-4%	15%	3	-6%	-7%
